Bioassay records from PubChem BioAssay.
Keap1-Nrf2 PPI = Keap1-Nrf2 protein-protein interaction inhibitors, primary screen, biochemical, fluorescence polarization, single point; Kelch-like ECH-associated protein 1 (Homo sapiens), Q14145; Keap1 Kelch-Nrf2 peptide fluorescence polarization, 1536-well; inhibition, % at 9.4 µM; actives 0.15% (n = 340,000); AID 504523, 2011; in the data active = inhibition above about 12%;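 also: human Keap1 Kelch domain with fluorescein labeled Nrf2 9mer peptide probe; 0% = neutral control wells and 100% = peptide positive control; higher means more block of Keap1 binding to Nrf2 peptide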
Target sequence (Q14145 whole entry, looked up, the tested form may be a part): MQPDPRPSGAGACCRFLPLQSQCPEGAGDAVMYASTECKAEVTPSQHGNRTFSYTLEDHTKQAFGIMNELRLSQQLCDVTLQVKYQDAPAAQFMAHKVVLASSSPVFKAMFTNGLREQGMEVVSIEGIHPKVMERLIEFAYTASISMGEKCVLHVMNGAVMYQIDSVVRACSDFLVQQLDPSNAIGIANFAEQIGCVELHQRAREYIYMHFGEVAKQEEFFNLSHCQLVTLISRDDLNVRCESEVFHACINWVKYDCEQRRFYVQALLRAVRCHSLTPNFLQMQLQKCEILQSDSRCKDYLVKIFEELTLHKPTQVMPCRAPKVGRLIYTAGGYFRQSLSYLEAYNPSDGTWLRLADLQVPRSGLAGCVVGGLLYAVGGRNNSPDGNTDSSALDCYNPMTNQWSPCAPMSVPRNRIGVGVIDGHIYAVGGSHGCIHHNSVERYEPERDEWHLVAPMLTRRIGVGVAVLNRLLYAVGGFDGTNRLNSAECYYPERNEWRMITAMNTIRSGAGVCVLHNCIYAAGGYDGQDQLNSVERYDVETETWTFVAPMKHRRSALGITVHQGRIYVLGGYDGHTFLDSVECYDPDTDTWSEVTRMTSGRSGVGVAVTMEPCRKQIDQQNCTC
Wnt act = Wnt/beta-catenin pathway activators, primary screen, cell-based, plate reader, single point | Wnt/beta-catenin reporter cell assay, activator | activation, % at 9.35 µM | actives 1.2% (n = 300,000) | AID 743398, 2014; in the data active = activation above about 30%, passing the limit was not always enough;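 also: 0% = neutral control wells and 100% = positive control wells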
OPRM1-OPRD1 ag = agonists of OPRM1-OPRD1 heterodimerization, primary screen, cell-based, luminescence. activation, % at 9.3 µM. AID 504326, 2011. Mu-type opioid receptor (Homo sapiens) + Delta-type opioid receptor (Homo sapiens), …. cells. actives 0.3% (n = 340,000); in the data active = activation above about 18%;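 also: 0% = vehicle-treated cells and 100% = reference agonist; values of inactives mirror those of a sister screen read the other way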
Cardiac RTF inh = cardiac RTF calcium sensitivity inhibitors, primary screen, biochemical, IANBD-TnC fluorescence, EC70 calcium; Troponin I, cardiac muscle (Homo sapiens) + Troponin T, cardiac muscle (Homo sapiens) + …; IANBD-labeled cardiac RTF, Ca2+ fluorescence; inhibition, % at 7.15 µM; actives 0.12% (n = 340,000); AID 493244, 2011;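 active = inhibition above the mean inhibition of all tested compounds plus 3 SD, cut at about 17% in these data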;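 also: assay run at fixed EC70 calcium of 1.6 mM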
Arr AP2 block = inhibitors of beta-arrestin/AP2 binding, primary screen, biochemical, GPCR trafficking, flow cytometry | beta-arrestin 1 C-terminal peptide binding to AP2 beta2-adaptin appendage (human) | FITC-arrestin peptide / GST-AP2 beads; AP2 beta2 appendage carries R879A mutation | inhibition, % at 10 µM | actives 0.31% (n = 340,000) | AID 504490, 2011;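 active = inhibition above a set limit, near 3 SD of compounds lacking own fluorescence, cut at about 54% in these data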;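 also: plate controls were DMSO wells for no effect and 5 µM unlabelled arrestin peptide for full effect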
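System: GST-AP2 R879A glutathione beads; medium: PBS, Tween 20 0.05%, BSA 0.1%; reagent: fluorescein-tagged arrestin peptide at 50 nM final; schedule: pre-incubation 12 min, peptide binding 1 h, room temperature; detection: flow cytometry, FL1 (488/535 nm); read-out: inhibition as reduced fluorescein signal on beads, percent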
C-LANA FP = inhibitors of KSHV C-LANA binding to DNA, primary screen, biochemical, fluorescence polarization, FAM-LBS DNA, MBP-C-LANA, single point | AID 504423, 2011 | actives 0.078% (n = 340,000) | Kaposi's sarcoma herpesvirus LANA C-terminal domain (residues 932-1162) DNA binding | inhibition, % at 9 µM;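 active = highest replicate inhibition at or above 60% at 9 µM, even if other replicates fall short; inactive = all replicates below 60% inhibition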;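 also: 0% = neutral control wells and 100% = 4 µM acridine orange control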
Pemphigus Ab inh = inhibitors of pemphigus antibody binding to DSG3, primary screen, biochemical, bead-based, flow cytometry, scFv-GFP | DSG3-coupled beads, scFv-anti-DSG3-GFP binding; stronger effect = lower value | binding (percent of control), % at 10 µM | Desmoglein-3 (Homo sapiens), P32926 | actives 0.48% (n = 310,000) | AID 588358, 2011;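 active = binding more than 3 SD below its plate's average and above zero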;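 also: hits lower antibody fragment binding to DSG3; some compounds called inactive have numbers as strong as hits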
RTF Ca sens act = cardiac RTF calcium sensitivity activators, primary screen, biochemical, IANBD-TnC fluorescence, EC20 calcium; Troponin I, cardiac muscle (Homo sapiens) + Troponin T, cardiac muscle (Homo sapiens) + …; IANBD-labeled TnC RTF fluorescence at EC20 calcium; 0% EC20 calcium, 100% full calcium; activation, % at 7.2 µM; actives 0.24% (n = 340,000); AID 493008, 2010;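 active = activation above the mean over all tested compounds plus 3 SD, cut at about 30% in these data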;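 also: rise in fluorescence read as greater calcium sensitivity of cardiac thin filaments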
OPRM1-OPRD1 inv = inverse agonists of MOR-DOR heterodimerization, primary screen, cell-based, luminescence; cell-based MOR-DOR heterodimer luminescence, inverse agonism; inhibition, % at 9.3 µM; actives 0.21% (n = 340,000); in the data active = inhibition above about 22%, passing the limit was not always enough;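 also: 0% = cells with DMSO and 100% = wells without cells with DMSO; values of inactives mirror those of a sister screen read the other way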
V-ATPase pHluor = regulators of yeast V-ATPase proton pumping, primary screen, pHLuorin cytosolic pH fluorescence | actives 0.37% (n = 350,000) | response, % at 10 µM | S. cerevisiae; in the data active = response mostly above about 7.3%, no sharp cut-off; inactive = mostly below about 5.4%; also: actives read high; inactives centre near 0; some compounds called inactive have numbers as strong as hits; reference of the scale not given here
* = called active by the depositor; . = no result given. Not a hit list (roughly 3.1% active in at least one column).

SMILES	Keap1-Nrf2 PPI	Wnt act	OPRM1-OPRD1 ag	Cardiac RTF inh	Arr AP2 block	C-LANA FP	Pemphigus Ab inh	RTF Ca sens act	OPRM1-OPRD1 inv	V-ATPase pHluor
O=C(NNC(=S)Nc1ccccc1Cl)c1ccccc1Cl	-5	26	-3.7	-4	1	0.6	111	1	12	0
CCOC(=O)c1c(NC(=O)CN2C(=O)CN(C)C2=O)sc(C)c1C	2	0	0.8	-3	34	0.1	96	3	-5	-3
Cc1ccc(-n2c(Cc3ccccc3)n[nH]c2=S)c(C)c1	-4	-1	2.9	-1	-15	-1.4	101	3	-15	-5
Cc1cc(C(=O)NNC(=O)/C=C/c2ccco2)c(C)o1	-4	-1	0.8	1	10	24	105	-5	-6	-1
COc1ccc(C(=O)N(c2ccccn2)C2CCCCC2)c(OC)c1	0	-1	1.1	2	-45	-10.0	114	-5	-5	5
Cc1cc(O)c2c(c1)C(=O)[C@@]13Oc4c5c(c(O)c6c(O)cc(C)cc46)C(=O)C[C@H](O)[C@H]5[C@@H]1[C@@H](O)CC(=O)C3=C2O	0	.	7.7	-17	21	-2.2	88	5	-43	-2
Cc1nnsc1C(=O)NC1CCCc2c1cnn2-c1cc(F)cc(F)c1 (centres undefined)	2	1	-3.5	-6	23	-0.3	118	3	19	-2
CC(=O)Nc1ccc(S(=O)(=O)N2CCC(NC(=O)c3ccco3)CC2)cc1	-6	7	1.0	-12	0	-1.2	.	-3	-6	-3
COc1ccccc1-c1oc2ccccc2c1C#CC1(O)CCCCC1	2	2	2.6	-6	-6	-0.7	104	7	-14	-5
COc1ccc(C)cc1Nc1nc(C)nc2c1oc1ccccc12	0	-5	3.5	-6	-8	0.9	108	3	-16	0
COc1ccc(C(=O)OCCN2C(=O)c3ccccc3C2=O)cc1OC	1	1	1.2	-5	13	-1.2	84	0	-6	-4
COc1cccc(/C=C/C(=O)Oc2ccc(C(=O)c3ccc(F)cc3)cc2)c1	5	6	0.0	-6	6	-3.0	93	-1	0	5
CCOC(=O)N1CCC(Nc2c(N3CCN(c4cc(Cl)ccc4C)CC3)c(=O)c2=O)CC1	-7	-4	-1.2	-6	3	0.2	105	1	7	0
COc1ccc(/C=C/C(=O)NC(=S)Nc2ccc(S(=O)(=O)N=C(N)N)cc2)cc1OC	-5	-1	-4.4	-4	34	0.1	113	3	20	-1
O=c1[nH][nH]c(-c2ccccc2O)c1C(C[N+](=O)[O-])c1ccc(Cl)cc1Cl (centres undefined)	1	-3	-0.8	4	49	0.8	92	0	4	5
CCN(CC)CCC#CC1(O)c2ccccc2-c2ccccc21	-2	-1	-1.3	-4	25	0.1	114	6	7	-2
O=[N+]([O-])c1ccc(Cl)c(/C=N/N2CCN(Cc3ccc(Cl)cc3)CC2)c1	-7	.	-1.6	-5	-4	-1.1	109	5	8	-1
O=C(c1ccccc1F)N(Cc1cccs1)C1CCS(=O)(=O)C1 (centres undefined)	0	1	-1.0	-11	14	-0.3	.	-2	6	-2
COc1cccc(CN2CCNC(=O)C2CC(=O)NCCc2ccccn2)c1 (centres undefined)	1	0	-3.4	2	6	0.7	79	-4	17	-2
C/C(=N\Nc1ccc(F)cc1F)c1ccc(Br)s1	2	-2	7.8	-1	-6	1.4	97	4	-42	-2
CC1CCN(C(=O)C2CCC(CNS(=O)(=O)c3cccc4cccnc34)CC2)CC1 (centres undefined)	0	-4	-2.7	-7	-2	0.0	102	3	14	-3
O=S1(=O)CCC(NC(=S)N2CCCCCC2)C1 (centres undefined)	4	.	0.7	-15	-5	1.3	106	-6	-4	0
Cn1c(SCC(=O)O)nc2ccccc2c1=O	5	-1	-2.4	-3	4	1.0	102	1	14	2
CCCc1cc(C(=O)Nc2ccc(F)c(Cl)c2)no1	-3	21	-0.5	13	26	-0.4	66	1	3	0
Cc1ccc(-c2nc3c(=O)n(-c4ccccc4)c4c(c(=O)n(C)c(=O)n4C)c3o2)cc1	-1	-2	.	.	8	-1.8	95	.	.	0
O=C(CCCSc1nnc(SCCCC(=O)c2ccc(F)cc2)s1)c1ccc(F)cc1	-4	-1	1.2	-8	3	-0.2	99	4	-7	-3
Cc1nn(Cc2ccc(Cl)cc2)c2sc(C(=O)OCC(N)=O)cc12	0	.	-1.6	6	28	-0.3	105	-2	9	-3
Cn1c(Nc2ccccc2)cc(=O)n(C)c1=O	0	7	-2.9	-2	-4	-0.3	.	7	14	0
CCN(CC)Cc1cc(C(C)=O)ccc1O	2	.	-1.6	-7	23	1.2	106	-1	8	1
OCC1OC(n2cnc3c(NCCc4ccccc4)ncnc32)C(O)C1O (centres undefined)	-4	30	1.7	7	0	-0.1	97	0	-9	5
COc1ccc(C2=NN(C(=O)COC(=O)c3ccc(NC(=O)CC#N)cc3)C(c3ccco3)C2)cc1 (centres undefined)	-25	-1	-2.0	-37	-9	-2.5	108	20	8	-1
Cc1nc(S(=O)(=O)c2ccc(Cl)cc2Cl)nc2c1CCC2	0	.	-2.3	-1	18	-2.3	110	-2	13	-1
CC(=O)N1CCN(C(=O)CN2C(=O)NC(C)(c3ccc4ccccc4c3)C2=O)CC1 (centres undefined)	-4	-1	-2.7	-5	26	1.6	.	-6	11	0
CCc1ccccc1N1C(=O)CC(N2CCc3ccccc32)C1=O (centres undefined)	-5	1	-1.1	-5	2	-1.0	105	4	6	2
CCCCn1c(N)c(N(CC(C)C)C(=O)C2=NN(c3cc(C)ccc3C)C(=O)CC2)c(=O)[nH]c1=O	-4	-2	-1.4	9	42	2.7	89	-11	8	14
COc1ccc(-c2csc(N3CCOCC3)n2)cc1OC	2	17	-4.8	-7	-9	1.6	.	-4	20	-3
O=C(NCC1CCCO1)C1CCN(S(=O)(=O)c2ccc(Br)cc2)CC1 (centres undefined)	-4	-2	-1.4	-7	-10	-1.1	104	1	7	-1
COc1ccc(OC)c(NC(=O)CSC2=NCCS2)c1	-1	.	-4.1	-4	-1	-2.5	.	-3	17	-3
CCCCC1CCCOC(C(=O)NCCNCCO)(C(F)(F)F)C1 (centres undefined)	-3	-2	-0.1	-8	6	-3.2	81	1	1	3
CCOC(=O)c1ccccc1NC(=O)CSc1cccc[n+]1[O-]	-1	.	-1.9	4	0	0.3	108	8	11	5
O=C(COC(=O)/C=C/c1ccc([N+](=O)[O-])cc1)NCc1cccs1	-4	-3	0.1	3	-4	0.0	100	-3	0	3
O=c1c2ccc(Cl)cc2[nH]c(=S)n1CCCN1CCOCC1	-2	2	-0.8	-16	-12	-0.9	104	4	4	0
O=C(C1CC1)N1CCC(C(O)(c2ccccc2)c2ccccc2)CC1	1	-3	-3.7	1	-2	-2.0	104	-6	19	0
CC(C)C[C@H](NC(=O)CCCn1nnc2ccccc2c1=O)C(=O)O	0	3	-2.3	-4	2	-1.6	100	8	12	-1
O=C(/C=N/O)Nc1ccc(F)cc1	1	.	-0.8	7	-1	-0.5	96	3	5	-1
O=C(NCc1ccccc1)C1CCN(c2nc(-c3ccccc3)nc3c2CCC3)CC1	2	-2	-3.0	0	-8	0.5	104	2	17	0
Nc1c(C(=O)N2CCOCC2)sc2nc3c(cc12)CCCC3	-2	1	-1.2	-13	-2	-1.0	96	-4	8	0
CCOc1ccc(/C=N/Nc2nc(C)cs2)c(O)c1	0	8	2.8	4	3	-0.5	111	2	-15	-2
CCCCCCOC1(c2ccccc2)OC(=O)c2ccccc21 (centres undefined)	0	-1	0.8	-4	16	0.9	97	6	-4	-1
O=C(CSc1ncccn1)Nc1cccc(S(=O)(=O)N2CCOCC2)c1	-2	-3	-1.2	-5	14	-0.2	95	-6	6	4
O=S(=O)(Nc1ccc(S(=O)(=O)N2CCCCC2)cc1)c1cccs1	0	-5	2.7	-8	2	1.3	111	-3	-13	3
CC(Nc1ncnc2nc[nH]c12)c1ccccc1 (centres undefined)	2	-1	-1.8	4	-1	2.8	99	-3	11	6
CN(C1=C(NC(=O)c2ccccc2)C(=O)c2ccccc2C1=O)C1CCS(=O)(=O)C1 (centres undefined)	6	.	9.3	-15	31	20	115	3	-43	7
COc1ccccc1N1CCN(C(=O)c2ccc(Cn3c(=S)[nH]c4cc5c(cc4c3=O)OCO5)cc2)CC1	-2	0	-1.0	-4	-29	-0.1	.	-2	4	-4
O=C(Cn1cnc2c(nnn2-c2ccc(F)cc2)c1=O)N1CCCC1	0	.	-2.5	0	28	-0.1	99	1	13	-1
O=C(CNCc1ccccc1)Nc1ccc(F)cc1	-2	0	-3.7	-3	4	2.4	.	0	17	-3
COc1cc(/C=N/Nc2ccc(F)cc2F)cc(OC)c1O	-5	5	-6.2	10	8	0.7	103	0	32*	5
CCC(=O)NCCN1CCN(C(=O)CC)CC1	1	.	-1.0	-3	31	-0.8	102	1	6	-3
O=C(Cc1ccccc1[N+](=O)[O-])NCc1ccc(Cl)cc1	-6	.	-1.8	-14	-5	1.9	111	2	11	0
C/C(N)=C(/C#N)C(=O)CSc1nncn1-c1ccccc1	3	5	-2.6	-10	1	-0.8	98	-3	14	0

(list continues)
SMILES	Keap1-Nrf2 PPI	Wnt act	OPRM1-OPRD1 ag	Cardiac RTF inh	Arr AP2 block	C-LANA FP	Pemphigus Ab inh	RTF Ca sens act	OPRM1-OPRD1 inv	V-ATPase pHluor
CCOC(=O)c1c(C)nc(C)c(C(=O)OCC)c1-c1ccc(O)c(OC)c1	-2	-3	-0.1	2	28	-2.3	93	-3	0	-2
COc1ccc(/C(C)=N/N2C(C)CCCC2C)c(OC)c1 (centres undefined)	4	0	-1.4	-13	12	-1.4	120	1	6	1
CCCCN(C(=O)CCCc1nc2ccccc2s1)c1c(N)n(CCCC)c(=O)[nH]c1=O	-3	12	-3.3	-1	4	0.1	.	-1	17	1
COc1ccc(-c2cc(C(=O)NCCCN3CCOCC3)c3cc(C(C)C)ccc3n2)cc1	0	0	-1.1	0	5	-0.6	105	-1	6	1
Cc1ccc(Cn2c(=N)n(CC(=O)c3ccc([N+](=O)[O-])cc3)c3ccccc32)cc1	-1	.	1.7	0	-2	-0.3	91	-14	-9	-4
